# DT40 TDP1 no CPT: qHTS for Inhibitors of human tyrosyl-DNA phosphodiesterase 1 (TDP1): qHTS in cells in absence of CPT; Potency, µM (top dose mostly 46.2 µM), inactives show at the highest dose activity change, negative = growth inhibition, hits mostly inhibitors; 15% of 420,000 active; DT40 Tdp1-/- hTDP1 cells, no CPT, ATP luminescence, 48 h; further: nearly all actives have a fitted effect of over 55% in size
#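 Compound effects on proliferation are scored in DT40 Tdp1-/-;hTDP1 cells in the absence of CPT. ATP levels (CellTiter-Glo luminescence) are recorded after a ≥48 hr, 37 °C incubation.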
# TDP1 inh: blocks human tyrosyl-DNA phosphodiesterase 1; recombinant TDP1, AlphaScreen DNA substrate cleavage; Potency, µM (titrated, usually from 130 µM), inactives show top-dose activity change, negative = inhibition, usual class: inhibitors; 0.28% of 350,000 active; AID 485290; further: nearly all actives have a fitted effect of over 40% in size
# Target sequence (Q9NUW8 whole entry, looked up): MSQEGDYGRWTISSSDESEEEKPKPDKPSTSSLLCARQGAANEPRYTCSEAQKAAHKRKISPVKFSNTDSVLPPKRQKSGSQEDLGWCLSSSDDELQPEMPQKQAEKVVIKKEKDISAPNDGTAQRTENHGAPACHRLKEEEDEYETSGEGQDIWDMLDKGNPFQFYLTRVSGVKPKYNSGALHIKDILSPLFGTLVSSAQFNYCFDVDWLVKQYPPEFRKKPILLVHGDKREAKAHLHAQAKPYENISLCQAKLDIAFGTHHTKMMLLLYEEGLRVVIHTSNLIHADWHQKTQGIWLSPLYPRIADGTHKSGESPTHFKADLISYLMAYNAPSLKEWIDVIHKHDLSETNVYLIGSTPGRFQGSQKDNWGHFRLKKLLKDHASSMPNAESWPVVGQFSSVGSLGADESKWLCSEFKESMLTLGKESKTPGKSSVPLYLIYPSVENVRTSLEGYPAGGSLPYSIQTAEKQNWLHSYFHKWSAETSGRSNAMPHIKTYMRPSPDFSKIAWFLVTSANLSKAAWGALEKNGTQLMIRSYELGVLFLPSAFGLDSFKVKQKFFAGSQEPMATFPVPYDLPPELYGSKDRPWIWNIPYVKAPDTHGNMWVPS
#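 Enzyme-compound mixtures sat 15 min at room temperature, followed by a 5 min reaction with 15 nM final substrate and 10 min with AlphaScreen beads. Recombinant human Tdp1 was used at 1 nM final.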
# TDP1 cell CPT: DT40-hTDP1 cell growth loss with CPT. chicken DT40 Tdp1-/-;hTDP1 cells + 20 nM CPT, ATP luminescence, 48 h. Potency, µM (top dose mostly 46.2 µM), for the others: top-dose activity change, negative = growth inhibition, hits mostly inhibitors. 12% of 420,000 active. AID 686979; further: nearly all actives have a fitted effect of over 55% in size
#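 Chicken DT40 Tdp1-/- cells complemented with human TDP1, 400 cells/well, exposed to compounds plus 20 nM camptothecin for at least 48 h at 37 C; viability read as ATP content by CellTiter-Glo luminescence.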
# An asterisk follows results filed as active; ? = inconclusive; nt = no result given; [ ] = dose if it differs, or a comment. The call rests on the fitted dose curve; in most records, active means well fitted curve in the direction sought with a large enough effect; inconclusive means small, poorly fitted or top-dose-only effect, or another doubt; inactive means no such curve, though single readings can be large; an effect the other way counts as inactive or inconclusive. On the % scale 0 is the no-effect control and ±100 the full control effect; potency means the concentration at half of the fitted maximal effect.
(1) O=S(=O)(CCNCc1ccco1)NC1CCCCC1
(2) CC1C/C(=N/N=C2/NC(=O)CS2)CC(C)(C)C1 (stereo not given)
(3) CCCCN(C(=O)c1cccc(S(=O)(=O)N2CC(C)OC(C)C2)c1)c1c(N)n(CCCC)c(=O)[nH]c1=O (stereo not given)
(4) CSc1cccc(NC(=O)CN2C(=O)COc3ccc(Cl)cc32)c1
(5) Cc1cc(N)c(-n2cc3c(c2-c2ccc(Br)cc2)c(=O)n(C)c(=O)n3C)cc1C
(6) COc1cccc(CN2C(=O)C3(C(C#N)=C(N)OC4=C3C(=O)CCC4)c3ccccc32)c1 (stereo not given)
(7) COc1ccc([N+](=O)[O-])cc1N(CC(=O)O)S(C)(=O)=O
(8) CC1(c2ccc3c(c2)OCO3)NC(=O)N(CC(=O)c2ccc[nH]2)C1=O (stereo not given)

compound no.	1	2	3	4	5	6	7	8
DT40 TDP1 no CPT	-5%	-2%	-1%	21µM*	13µM*	0.92µM*	-13%	-21%
TDP1 inh	nt	2%	-2%	-2%	9%	3%	2%	-10%
TDP1 cell CPT	-8%	-23%	3%	?	16µM*	0.65µM*	1%	3%

(9) COc1ccccc1-c1csc(C(O)c2ccc(F)cc2)n1 (stereo not given)
(10) N#CCCN(Cc1ccccc1)C(C(=O)NC1CCCCC1)C1CC1 (stereo not given)
(11) CN(CC(=O)NCc1ccccc1Cl)CC(=O)Nc1cccc(F)c1
(12) COC(=O)C1=C(C)NC(=S)NC1c1sccc1C (stereo not given)
(13) Cc1cc(C(=O)N2CCC2(C)C(=O)NCC(C)(C)C)nn1C (stereo not given)
(14) COc1cc(NC(=S)NCCO)c(OC)cc1Cl
(15) Cc1ccccc1N1CCN(CCCCN2C(=O)C3CCCN3C2=O)CC1 (stereo not given)
(16) Cc1c(C)n(CC(O)CN(CCO)CCO)c2ccccc12 (stereo not given)

compound no.	9	10	11	12	13	14	15	16
DT40 TDP1 no CPT	?	15µM*	?	-21%	-1%	-4%	-21%	-2%
TDP1 inh	nt	nt	0%	4%	nt	4%	3%	7%
TDP1 cell CPT	?	16µM*	-30%	3%	11%	-11%	-18%	-28%

(17) COc1ccc(Cc2nc3ccc(C(=O)NCCCSC)cc3o2)cc1OC
(18) Cc1ccc(Cl)cc1N1CCN(C(=O)Cc2ccc(-n3c(=O)[nH]c4ccsc4c3=O)cc2)CC1
(19) Cn1c(SCC(=O)NC2CCCCC2)nnc1-c1cc2ccccc2o1
(20) COc1cc(/C=C2\SC(=S)N(NC(=O)c3ccccc3OC)C2=O)ccc1O
(21) O=C(Nc1nccs1)c1ccc(Br)c(S(=O)(=O)N2CCOCC2)c1
(22) CCOC(=O)C(NC(C)=O)C(OC(C)=O)c1cccc([N+](=O)[O-])c1 (stereo not given)
(23) COc1ccc(C2C(C(=O)NCC3CCCO3)CCC(=O)N2c2ccc3c(c2)OCO3)cc1 (stereo not given)
(24) CCCCCCCSc1nsc(N)n1

compound no.	17	18	19	20	21	22	23	24
DT40 TDP1 no CPT	?	?	-22%	?	?	0%	-4%	?
TDP1 inh	nt	-1%	3%	nt	-3%	5%	7%	0%[56.1 µM]
TDP1 cell CPT	?	?	-16%	?	-1%	-13%	-16%	?

(25) CCn1nc(C(=O)OCC(=O)N2CC(=O)Nc3ccccc32)c2ccccc2c1=O
(26) Cc1cccc(NC(=O)c2oc3ccc(S(=O)(=O)N4CCOCC4)cc3c2C)c1C
(27) Cc1ccc(C(=O)N(CC(=O)Nc2sc(C)c(C)c2C(N)=O)C2CCCC2)cc1
(28) O=C1C=C(c2cc3ccccc3s2)C[C@@H](c2ccc3c(c2)OCO3)C1
(29) C#CCOc1ccc(-c2nnc(Nc3ccc(NC(C)=O)cc3)c3ccccc23)cc1
(30) Cc1nn2c(-c3ccccn3)ccnc2c1Br
(31) COc1ccc2sc(N3C(=O)C4CC=C(C)CC4C3=O)nc2c1 (stereo not given)
(32) CC(OC(=O)c1ccc([N+](=O)[O-])s1)C(=O)Nc1ncc(Cl)cc1Cl (stereo not given)

compound no.	25	26	27	28	29	30	31	32
DT40 TDP1 no CPT	-5%	23µM*	18µM*	?	16µM*	-7%	0%	-19%
TDP1 inh	6%	2%	5%	3%	nt	7%	-3%	8%
TDP1 cell CPT	-1%	?	21µM*	-24%	?	-21%	1%	?

# Some of the entries so far, with tabs.
cpd	Structure	DT40 TDP1 no CPT	TDP1 inh	TDP1 cell CPT
12	COC(=O)C1=C(C)NC(=S)NC1c1sccc1C (stereo not given)	-21%	4%	3%
10	N#CCCN(Cc1ccccc1)C(C(=O)NC1CCCCC1)C1CC1 (stereo not given)	15µM*	nt	16µM*

# (listing goes on)
(33) OC(c1ccc2c(c1)OCO2)c1nccc2ccccc12 (stereo not given)
(34) O=C(NCc1ccco1)C1CC(c2ccc(C(F)(F)F)cc2)=NO1 (stereo not given)
(35) COc1ccc(OC)c(NC(=O)CC2C(=O)NCCN2C(=O)C(F)(F)F)c1 (stereo not given)
(36) O=C(c1ccc2c(c1)N(Cc1ccc(F)cc1)C(=O)c1ccccc1S2(=O)=O)N1CCCC1
(37) Cc1ccccc1C(=O)Nc1ccccc1C(=O)OCc1cc(=O)n2nc(C3CC3)sc2n1
(38) O=C(O)CSc1nc2ccccc2o1
(39) CCN1CCN(CC(=O)N2N=C(c3cccs3)CC2c2ccc(F)cc2)C(=O)C1=O (stereo not given)
(40) O=C1C=C(NC2=CC3OC(c4ccccc4)OCC3OC2=O)CCC1 (stereo not given)

compound no.	33	34	35	36	37	38	39	40
DT40 TDP1 no CPT	4%	12µM*	-6%	16µM*	?	-6%	0%	9.2µM*
TDP1 inh	6%	nt	-2%	-7%	-1%	2%	0%	-1%
TDP1 cell CPT	-1%	13µM*	-8%	23µM*	-12%	6%	7%	8.2µM*

(41) COc1ccc(C(=O)N2CCC(n3nnc4cc(F)ccc43)CC2)cc1OC
(42) COc1cccc(NC(=O)CN(C)S(=O)(=O)c2ccc3c(c2)CCC(=O)N3)c1
(43) COc1ccc(N(C(=O)CNC(=O)c2cccs2)C(C(=O)NC2CCCC2)c2ccncc2)cc1 (stereo not given)
(44) Cc1cc(Cl)c2ccc3ccccc3c2n1
(45) O=C(NCc1ccc(Cl)cc1)C1CCN(S(=O)(=O)c2ccc(N3CCCC3=O)cc2)CC1
(46) COc1ccc(C(=O)CCNc2ccc3c(c2)OCCO3)cc1
(47) Cc1ccc(NC(=S)NCCC(c2ccccc2)c2ccccc2)c(C)c1
(48) C=C1N(c2ccc(Cl)cc2)C(=O)OC1(C)C

compound no.	41	42	43	44	45	46	47	48
DT40 TDP1 no CPT	9%	-17%	21%	7%	?	13µM*	16µM*	-3%
TDP1 inh	1%	nt	0%	1%	-10%	5%	8%	-5%
TDP1 cell CPT	14%	-23%	-7%	12%	10µM*	15µM*	23µM*	-3%

(49) O=C1CN2Cc3c(ccc(Cl)c3Cl)N=C2N1
(50) CCOc1ccc(CNC(=O)C2=Cc3cc(Br)ccc3OC2)cc1OC
(51) Cc1nc2nc[nH]n2c(=O)c1CCC(C)C
(52) COc1cc(OC)cc(C(=O)Nc2ccc(Nc3ccccc3)cc2)c1
(53) Cn1c(SCC(=O)NNC(=S)Nc2ccccc2)nnc1-c1ccccc1
(54) O=C(NNC(=O)c1ccc2ccccc2c1)c1ccc(Cl)cc1
(55) COc1ccc(CC(=O)OCC(=O)Nc2ccc(Br)cc2)cc1
(56) Cc1ccc(CNC(=S)N(C)C)cc1

compound no.	49	50	51	52	53	54	55	56
DT40 TDP1 no CPT	1%	?	-13%	?	-14%	?	-2%	-11%
TDP1 inh	9%	3%	-3%	nt	nt	nt	-5%	nt
TDP1 cell CPT	-2%	?	-2%	21µM*	11%	-9%	-6%	6%

(57) O=C(CSc1nnc2n1CCCCC2)NCc1ccccc1
(58) COc1ccc(-c2ccc3oc(-c4ccc(OC)cc4)c(C#CC4(O)CCCCC4)c3c2)cc1
(59) Nc1c2c(nn1-c1ccc(C(=O)O)cc1)CNC2
(60) O=C(NCc1ccc(F)cc1)c1cc(Sc2ccc(F)cc2F)nc2ccccc12
(61) O=C(NCCCl)C1Cc2c(ccc3ccccc23)O1 (stereo not given)
(62) Cc1ccc(S(=O)(=O)N(C)C[C@@H]2OCCCC[C@H](C)Oc3ccc(NC(=O)Nc4ccc(F)cc4)cc3C(=O)N([C@H](C)CO)C[C@H]2C)cc1
(63) Cn1cc(Br)c(C(=O)NNC(=O)Nc2ccccc2C(F)(F)F)n1
(64) CC(C)(C)Cc1c(C2CCCCC2)nc2ccc(Cl)cn12

compound no.	57	58	59	60	61	62	63	64
DT40 TDP1 no CPT	1%	?	-16%	?	-19%	7.3µM*	-17%	?
TDP1 inh	nt	nt	nt	5%	-3%	nt	5%	nt
TDP1 cell CPT	1%	?	15%	16µM*	1%	13µM*	5%	-6%

# Sorted by heavy-atom count (ascending): part of the list above.
(56) Cc1ccc(CNC(=S)N(C)C)cc1
(48) C=C1N(c2ccc(Cl)cc2)C(=O)OC1(C)C
(59) Nc1c2c(nn1-c1ccc(C(=O)O)cc1)CNC2
(33) OC(c1ccc2c(c1)OCO2)c1nccc2ccccc12 (stereo not given)
(16) Cc1c(C)n(CC(O)CN(CCO)CCO)c2ccccc12 (stereo not given)
(4) CSc1cccc(NC(=O)CN2C(=O)COc3ccc(Cl)cc32)c1
(10) N#CCCN(Cc1ccccc1)C(C(=O)NC1CCCCC1)C1CC1 (stereo not given)
(19) Cn1c(SCC(=O)NC2CCCCC2)nnc1-c1cc2ccccc2o1
(53) Cn1c(SCC(=O)NNC(=S)Nc2ccccc2)nnc1-c1ccccc1
(20) COc1cc(/C=C2\SC(=S)N(NC(=O)c3ccccc3OC)C2=O)ccc1O

compound no.	56	48	59	33	16	4	10	19	53	20
DT40 TDP1 no CPT	-11%	-3%	-16%	4%	-2%	21µM*	15µM*	-22%	-14%	?
TDP1 inh	nt	-5%	nt	6%	7%	-2%	nt	3%	nt	nt
TDP1 cell CPT	6%	-3%	15%	-1%	-28%	?	16µM*	-16%	11%	?

(27) Cc1ccc(C(=O)N(CC(=O)Nc2sc(C)c(C)c2C(N)=O)C2CCCC2)cc1
(39) CCN1CCN(CC(=O)N2N=C(c3cccs3)CC2c2ccc(F)cc2)C(=O)C1=O (stereo not given)
(6) COc1cccc(CN2C(=O)C3(C(C#N)=C(N)OC4=C3C(=O)CCC4)c3ccccc32)c1 (stereo not given)
(36) O=C(c1ccc2c(c1)N(Cc1ccc(F)cc1)C(=O)c1ccccc1S2(=O)=O)N1CCCC1
(18) Cc1ccc(Cl)cc1N1CCN(C(=O)Cc2ccc(-n3c(=O)[nH]c4ccsc4c3=O)cc2)CC1
(62) Cc1ccc(S(=O)(=O)N(C)C[C@@H]2OCCCC[C@H](C)Oc3ccc(NC(=O)Nc4ccc(F)cc4)cc3C(=O)N([C@H](C)CO)C[C@H]2C)cc1

compound no.	27	39	6	36	18	62
DT40 TDP1 no CPT	18µM*	0%	0.92µM*	16µM*	?	7.3µM*
TDP1 inh	5%	0%	3%	-7%	-1%	nt
TDP1 cell CPT	21µM*	7%	0.65µM*	23µM*	?	13µM*

# Other structures:
(65) COc1ccc(-c2nc3c([nH]2)c(=O)n(C)c(=O)n3C)c(OC)c1
(66) Cc1ccc2c(c1)[C@H]1[C@H](CO2)[C@H](c2ccccc2)[C@]2(C)C(=O)Nc3cc(F)ccc3C(=O)N12
(67) COc1cccc2c1cc1c(=O)n(CC(=O)N3CCN(c4cccc(Cl)c4)CC3)nc(C)n12
(68) O=C(Nc1nonc1-c1ccc(Cl)cc1)c1ccco1
(69) COc1ccccc1Cn1c(=S)[nH]c2cc(C(=O)N3CCCC(C)C3)ccc2c1=O (stereo not given)
(70) CC(C)(C)n1nnnc1C(c1ccccc1)N1CCN(c2ncccc2C(F)(F)F)CC1 (stereo not given)
(71) CS(=O)(=O)N1CCC(n2c(C(F)(F)F)nc3cccnc32)CC1
(72) O=C(CCl)N(c1ccc(Cl)cc1)c1c[nH]c2ccccc12

compound no.	65	66	67	68	69	70	71	72
DT40 TDP1 no CPT	0%	?	-1%	-17%	?	26µM*	-11%	1.8µM*
TDP1 inh	1%	3%	-3%	1%	nt	nt	0%	2%
TDP1 cell CPT	0%	?	-13%	-17%	?	18µM*	-23%	1.8µM*

(73) CCN(CC)C(=O)c1cn(C)c(=O)c2cc(OC)c(OC)cc12
(74) CCc1noc(C)c1C(=O)Nc1nnc(CC(C)C)s1
(75) Cc1ccccc1C(=O)Nc1ccc(S(=O)(=O)Nc2onc(C)c2C)cc1
(76) COC(=O)c1ccc(OCCOc2ccc(C(=O)OC)cc2)cc1
(77) COc1cc(OC)c(C2N(c3ccccn3)C(=O)C3CCCN32)cc1OC (stereo not given)

compound no.	73	74	75	76	77
DT40 TDP1 no CPT	-6%	-22%	11%	-17%	-5%
TDP1 inh	2%	nt	4%	-6%	4%
TDP1 cell CPT	-15%	5%	0%	-17%	6%

# Screening results (PubChem)
